Compound activity: PubChem, Broad Institute
NFkB binder: binders of NF-kB p50 subunit, primary screen, biochemical, small molecule microarray, anti-His fluorescence; anti-His fluorescence binding; Nuclear factor NF-kappa-B p105 subunit (Homo sapiens), P19838; AID 624139, 2012; calls only; 1.3% of 17,000 active;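 active = spot fluorescence over background significantly raised, with a chance value under 7% in all four replicate spots of the compound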;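 also: probe protein is his-tagged human p50 processed subunit at 1 µg/ml; raw spot fluorescence signals with no normalization applied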
Target sequence (P19838 1-433 limits assumed): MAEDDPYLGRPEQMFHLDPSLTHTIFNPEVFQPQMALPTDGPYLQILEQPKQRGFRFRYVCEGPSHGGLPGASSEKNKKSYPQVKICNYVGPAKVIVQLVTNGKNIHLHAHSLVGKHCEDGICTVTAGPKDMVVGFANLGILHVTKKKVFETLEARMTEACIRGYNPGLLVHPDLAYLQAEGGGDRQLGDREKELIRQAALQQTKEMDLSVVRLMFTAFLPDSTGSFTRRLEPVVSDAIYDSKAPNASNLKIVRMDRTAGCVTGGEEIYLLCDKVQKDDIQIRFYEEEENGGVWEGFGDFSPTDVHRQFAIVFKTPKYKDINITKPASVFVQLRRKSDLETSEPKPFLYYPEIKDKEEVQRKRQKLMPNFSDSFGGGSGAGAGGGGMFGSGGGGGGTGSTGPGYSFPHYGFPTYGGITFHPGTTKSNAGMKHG
Calls only; i = inactive. An excerpt; the hit share may differ from the screen's.

molecule,NFkB binder
C[C@@H]1CN([C@@H](C)CO)C(=O)c2cc(NC(=O)c3ccncc3)ccc2O[C@H]1CN(C)S(=O)(=O)c1cccs1,i
CCC(C)C(O)C(C)(O)/C=C/C1=CC2=C(Cl)C(=O)C(C)(O)C(O)C2CO1 (stereo not drawn),i
C[C@@H]1CN([C@@H](C)CO)C(=O)Cc2cc(NS(=O)(=O)c3ccccc3)ccc2O[C@@H]1CN(C)C,i
CCOc1ccc(N2C(=O)CSC2c2cccc([N+](=O)[O-])c2)cc1 (stereo not drawn),i
COc1ccc(CN(C)C[C@H]2Oc3c(NC(=O)Nc4ccc(OC)cc4)cccc3C(=O)N([C@H](C)CO)C[C@H]2C)cc1,i
Cc1ccc(S(=O)(=O)Nc2cccc3c2O[C@@H](CN(C)Cc2ccc(Oc4ccccc4)cc2)[C@@H](C)CN([C@@H](C)CO)C3=O)cc1,i
C[C@@H]1CCCCO[C@@H](CN(C)C(=O)CCCN(C)C)[C@@H](C)CN([C@H](C)CO)C(=O)c2cc(NS(=O)(=O)c3cccs3)ccc2O1,i
C/C(=C/CCC(CO)C1CCC2(C)C3CCC4C(C)(C)C(OC5OC(CO)C(O)C(O)C5O)CCC45CC35CCC12C)COC1OC(COC2OC(CO)C(O)C(O)C2O)C(O)C(O)C1O (stereo not drawn),i
C[C@@H]1CCCCO[C@H](CN(C)C(=O)c2ccncc2)[C@H](C)CN([C@H](C)CO)C(=O)c2cc(N(C)C)ccc2O1,i
COC(=O)C1=COC(OC2OC(CO)C(O)C(O)C2O)C2C1C=CC2(O)CO (stereo not drawn),i
C[C@H]1CCCCO[C@H](CN(C)C(=O)c2ccccc2)[C@@H](C)CN([C@@H](C)CO)C(=O)c2cc(NC(=O)Nc3ccc(F)cc3)ccc2O1,i
C=C(C(=O)O[C@H]1C[C@]2(C)C(C(C=O)CC[C@H]2O)[C@H]2OC(=O)C(=C)[C@H]12)C(O)CO (stereo partly drawn),i
C[C@H]1CN([C@@H](C)CO)C(=O)c2cc(NC(=O)CCCN(C)C)ccc2O[C@@H]1CN(C)Cc1ccc2c(c1)OCO2,i
O=C(CCN1C(=O)c2ccccc2C1=O)Nc1ccc2c(c1)OCCO2,i
C[C@@H]1CN([C@H](C)CO)C(=O)c2cc(NC(=O)c3ccncc3)ccc2O[C@@H]1CN(C)C(=O)Nc1ccc(F)cc1,i
CCn1c(=O)n(C2=C(CO)CN(CC3CCCCCCC3)CC2)c2ccccc21,i
Cc1noc(C)c1NC(=O)Nc1ccc2c(c1)CC(=O)N([C@H](C)CO)C[C@@H](C)[C@H](CN(C)Cc1ccncc1)O2,i
CC(C)NC(=O)N(C)C[C@H]1Oc2ccc(NC(=O)C3CC3)cc2CC(=O)N([C@H](C)CO)C[C@@H]1C,i
COc1ccc(OC)c(C(=O)c2ccc(C(=O)NCc3nc(-c4ccccc4)cs3)cc2)c1,i
CC1(C)C=Cc2c(cc3occ(-c4ccc5c(c4)OCO5)c(=O)c3c2O)O1,i
C[C@H]1CN([C@@H](C)CO)C(=O)Cc2cc(NS(=O)(=O)c3cn(C)cn3)ccc2O[C@H]1CN(C)Cc1ccccc1,i
C[C@@H]1CN([C@H](C)CO)C(=O)c2cccc(NC(=O)c3nc4ccccc4s3)c2O[C@@H]1CN(C)CC1CC1,i
C=C[C@@]1(C)C[C@@]2(OC[C@@]3(C)O[C@@H]23)Oc2c1c(=O)oc1cccc(C)c21,i
COc1ccc(NC(=O)N(C)C[C@H]2Oc3c(NS(=O)(=O)c4cccs4)cccc3C(=O)N([C@@H](C)CO)C[C@@H]2C)cc1,i
CC(C)NC(=O)N(C)C[C@@H]1OCCCC[C@@H](C)Oc2ccc(NC(=O)CCC(F)(F)F)cc2C(=O)N([C@H](C)CO)C[C@@H]1C,i
C[C@@H]1CCCCO[C@@H](CN(C)C(=O)CCCN(C)C)[C@H](C)CN([C@@H](C)CO)C(=O)c2cc(NC(=O)c3ccncc3)ccc2O1,i
NC(N)=NCc1cccc(I)c1,i
COc1cccc(OC)c1C(=O)Nc1cccc(-c2nc3ncccc3o2)c1,i
NCCCC[C@H](N)C(=O)N[C@@H](Cc1ccccc1)C(=O)N[C@@H](Cc1ccc(O)cc1)C(=O)O,i
COCCNS(=O)(=O)c1cc([N+](=O)[O-])ccc1C,i

The final seven compounds of the section above come first, to join the parts.
molecule,NFkB binder
COc1ccc(NC(=O)N(C)C[C@H]2Oc3c(NS(=O)(=O)c4cccs4)cccc3C(=O)N([C@@H](C)CO)C[C@@H]2C)cc1,i
CC(C)NC(=O)N(C)C[C@@H]1OCCCC[C@@H](C)Oc2ccc(NC(=O)CCC(F)(F)F)cc2C(=O)N([C@H](C)CO)C[C@@H]1C,i
C[C@@H]1CCCCO[C@@H](CN(C)C(=O)CCCN(C)C)[C@H](C)CN([C@@H](C)CO)C(=O)c2cc(NC(=O)c3ccncc3)ccc2O1,i
NC(N)=NCc1cccc(I)c1,i
COc1cccc(OC)c1C(=O)Nc1cccc(-c2nc3ncccc3o2)c1,i
NCCCC[C@H](N)C(=O)N[C@@H](Cc1ccccc1)C(=O)N[C@@H](Cc1ccc(O)cc1)C(=O)O,i
COCCNS(=O)(=O)c1cc([N+](=O)[O-])ccc1C,i
COc1ccc(NC(=O)Nc2ccc3c(c2)CC(=O)N([C@H](C)CO)C[C@@H](C)[C@H](CN(C)Cc2ccc(-c4ccccc4)cc2)O3)cc1,i
Cc1noc(C)c1NC(=O)Nc1cccc2c1O[C@@H](CN(C)Cc1ccc(C(F)(F)F)cc1)[C@@H](C)CN([C@H](C)CO)C2=O,i
C[C@@H]1CN([C@H](C)CO)C(=O)Cc2cc(NC(=O)CCC(F)(F)F)ccc2O[C@@H]1CN(C)C,i
C[C@H](CO)N1C[C@H](C)[C@H](CN(C)Cc2ccc(-c3ccccc3)cc2)Oc2ccc(NS(=O)(=O)c3cccs3)cc2C1=O,i
COc1ccc(CN(C)C[C@H]2Oc3c(NC(=O)Nc4ccc(OC)cc4)cccc3C(=O)N([C@H](C)CO)C[C@@H]2C)cc1,i
COc1ccc(S(=O)(=O)N(C)C[C@@H]2Oc3ccc(NC(=O)c4ccncc4)cc3C(=O)N([C@@H](C)CO)C[C@@H]2C)cc1,i
CCOc1ccc2nc(SCC(=O)Nc3ccc4c(c3)OCCO4)sc2c1,i
CCCN(Cc1cc2cccc(C)c2[nH]c1=O)C(=O)c1cccc(Cl)c1,i
C[C@@H]1CCCCO[C@H](CN(C)Cc2ccc(C(=O)O)cc2)[C@@H](C)CN([C@H](C)CO)C(=O)c2cc(NC(=O)c3ccncc3)ccc2O1,i
C[C@H](CO)N1C[C@H](C)[C@@H](CN(C)S(=O)(=O)c2cccs2)Oc2ccc(NC(=O)CCCN(C)C)cc2C1=O,i
C[C@H](CO)N1C[C@H](C)[C@H](CN(C)S(=O)(=O)c2ccccc2)Oc2ccc(NC(=O)CCN3CCOCC3)cc2CC1=O,i
O=C(CSc1ncnc2scc(-c3ccc(Cl)cc3)c12)NCC1CCCO1 (stereo not drawn),i
CC(C)Cc1cnc(CCC(N)=O)c(=O)[nH]1,i
C[C@H](CO)N1C[C@H](C)[C@H](CN(C)CC2CC2)Oc2ccc(NC(=O)c3ccncc3)cc2C1=O,i
C=CCOC(=O)[C@H]1[C@@H]2C(=O)O[C@@H](c3ccccc3)[C@@H](c3ccccc3)N2[C@@H](c2ccc(OCCOC(=O)[C@@H]3C[C@@H]4C(=O)N5CCC[C@H]5C(=O)N4[C@@H]3c3ccc(O)cc3)cc2)[C@]12C(=O)Nc1ccc(I)cc12,i
COc1cc([C@H]2OC[C@H]3[C@@H]2CO[C@@H]3c2ccc(OC)c(OC)c2)ccc1O,i
CC(C)NC(=O)Nc1ccc2c(c1)C(=O)N([C@H](C)CO)C[C@H](C)[C@@H](CN(C)C(=O)CCCN(C)C)OCCCC[C@@H](C)O2,i
Cc1noc(C)c1NC(=O)N(C)C[C@H]1Oc2ccc(NC(=O)C3CC3)cc2CC(=O)N([C@H](C)CO)C[C@@H]1C,i
C[C@@H]1CCCCO[C@@H](CN(C)Cc2ccccc2)[C@@H](C)CN([C@@H](C)CO)C(=O)c2cc(NS(C)(=O)=O)ccc2O1,i
CN1C2=C(C(=O)CC(C)(C)C2)C(c2ccccc2OCC(=O)Nc2ccc(F)cc2)C2=C1CC(C)(C)CC2=O,i
C=C[C@](C)(O)CC[C@H]1C(C)=CC(=O)[C@H]2C(C)(C)CCC[C@]12C,i
Cc1ccc(S(=O)(=O)NCCSc2nnnn2-c2cc(C)ccc2C)cc1,i
Cn1c(=O)[nH]c(=O)c2c1ncn2CC(=O)NCc1ccccc1,i
C[C@@H]1CN([C@@H](C)CO)C(=O)c2cc(NC(=O)Nc3ccc4c(c3)OCO4)ccc2O[C@H]1CN(C)C(=O)Nc1ccc(C(F)(F)F)cc1,i
COc1ccc(NC(=O)Nc2ccc3c(c2)C(=O)N([C@H](C)CO)C[C@@H](C)[C@H](CN(C)Cc2ccc(C(F)(F)F)cc2)O3)cc1,i
Cc1noc(C)c1NC(=O)Nc1ccc2c(c1)C(=O)N([C@@H](C)CO)C[C@H](C)[C@H](CN(C)C)OCCCC[C@@H](C)O2,i
C[C@@H]1CN([C@H](C)CO)C(=O)Cc2cc(NS(=O)(=O)c3cn(C)cn3)ccc2O[C@@H]1CN(C)CC1CC1,i
CCCCC[C@H](O)/C=C/[C@@H]1[C@H]2C/C(=C/CCCC(=O)O)O[C@H]2C[C@H]1O,i
COc1cc(O)c(CCO)c2c1C(=O)C[C@@H](C)O2,i
CO[C@H]1O[C@H](CO)[C@@H](OC(=O)Nc2cccc(F)c2)[C@H](OC(=O)Nc2ccc3c(c2)OCO3)[C@@H]1OC(=O)Nc1ccc2c(c1)OCO2,i
c1ccc2oc(C3=NCCN3)cc2c1,i
CO[C@@H]1[C@@H](OC(N)=O)[C@@H](O)C(Oc2ccc3c(O)c(NC(=O)c4ccc(O)c(CC=C(C)C)c4)c(=O)oc3c2C)OC1(C)C (stereo partly drawn),i
C[C@@H]1CN([C@@H](C)CO)C(=O)c2cccc(NC(=O)NC3CCCCC3)c2O[C@@H]1CN(C)Cc1ccc(C(=O)O)cc1,i
C[C@H](CO)N1C[C@H](C)[C@@H](CN(C)C(=O)Nc2ccc(C(F)(F)F)cc2)Oc2ccc(NC(=O)CCN3CCOCC3)cc2C1=O,i
C[C@H]1CN([C@@H](C)CO)C(=O)Cc2cc(NS(=O)(=O)c3ccccc3)ccc2O[C@@H]1CN(C)S(=O)(=O)c1ccc(F)cc1,i
COc1cc2c(cc1OC)[C@@H]1CC(=O)[C@@H](CC(C)C)CN1CC2,i
CC(C)NC(=O)N(C)C[C@@H]1OCc2cn(nn2)CCCC(=O)N([C@@H](C)CO)C[C@@H]1C,i
C[C@@H]1CN([C@H](C)CO)C(=O)CCCn2cc(nn2)CO[C@H]1CN(C)Cc1ccccc1,i
C[C@@H]1CN([C@H](C)CO)C(=O)Cc2cc(NS(C)(=O)=O)ccc2O[C@H]1CN(C)C(=O)Nc1ccc(C(F)(F)F)cc1,i
C[C@@H]1CN([C@H](C)CO)C(=O)Cc2cc(N(C)C)ccc2O[C@@H]1CN(C)C(=O)Nc1cccc2ccccc12,i
C[C@H](CO)N1C[C@H](C)[C@H](CN(C)Cc2ccncc2)Oc2c(NC(=O)NC3CCCCC3)cccc2C1=O,i
C[C@@H]1CN([C@@H](C)CO)C(=O)Cc2cc(NC(=O)C3CC3)ccc2O[C@H]1CN(C)S(=O)(=O)c1cn(C)cn1,i
O=C(/C=C/c1ccc(O)c(O)c1)OCCc1ccccc1,i
C[C@@H]1CN([C@@H](C)CO)C(=O)c2cc(NS(=O)(=O)c3cccs3)ccc2O[C@@H](C)CCCCO[C@@H]1CN(C)C,i
CCCc1cc(=O)oc2cc(OCC(=O)Nc3ccc4c(c3)OCCO4)ccc12,i
O=C(Nc1cccc(C(F)(F)F)c1)Nc1cc(Cl)ccc1C(=O)O,i
C[C@H]1CN([C@@H](C)CO)C(=O)c2cccc(NC(=O)C3CCOCC3)c2O[C@H]1CN(C)C(=O)Nc1ccc2c(c1)OCO2,i
C[C@H](CO)N1C[C@H](C)[C@H](CN(C)C)OCCCC[C@H](C)Oc2ccc(NC(=O)Nc3ccccc3)cc2C1=O,i
COC(=O)CCCCC(=O)c1[nH]c(=O)[nH]c1C,i
C[C@H](CO)N1C[C@H](C)[C@@H](CN(C)Cc2ccccc2)OCCCC[C@H](C)Oc2ccc(NS(C)(=O)=O)cc2C1=O,i
C[C@H](CO)N1C[C@H](C)[C@H](CN(C)C(=O)Nc2ccccc2)Oc2ccc(NC(=O)C3CC3)cc2C1=O,i
Cc1ccc(-c2nnc(SCC(=O)Nc3ccc4c(c3)oc3ccccc34)n2C)c(Cl)c1,i
C[C@@H]1CN([C@@H](C)CO)C(=O)Cc2cc(NC(=O)NC3CCCCC3)ccc2O[C@@H]1CN(C)S(=O)(=O)c1ccc(Cl)cc1,i
COc1ccc(S(=O)(=O)N(C)C[C@@H]2Oc3c(NS(C)(=O)=O)cccc3C(=O)N([C@H](C)CO)C[C@@H]2C)cc1,i
CC(C)NC(=O)N(C)C[C@H]1Oc2ccc(NC(=O)CCCN(C)C)cc2C(=O)N([C@H](C)CO)C[C@@H]1C,i
COc1ccc(CN(C)C[C@@H]2OCCCC[C@@H](C)Oc3ccc(NC(=O)Nc4c(C)noc4C)cc3C(=O)N([C@H](C)CO)C[C@H]2C)cc1,i
CNC[C@H]1OCCCC[C@H](C)Oc2ccc(N)cc2C(=O)N([C@H](C)CO)C[C@@H]1C,i
COc1cc2c(cc1NC(=S)NCc1ccco1)oc1ccccc12,i
